JMJD2A Tudor inh = blocks the human JMJD2A Tudor domain; AlphaScreen JMJD2A-Tudor / H3K4me3 peptide binding; Potency, µM (titrated, usually from 114 µM), for the others: at the top dose activity change, negative = inhibition, usual class: inhibitors; 390,000 tested, 4.4% active; AID 504339; note: % is set by controls: 0 for no effect and ±100 for the full control effect; nearly all actives have a fitted effect of over 50% in size
Pin1 inh = human Pin1 inhibition; Potency, µM (series often up to 115 µM), for the others: at the highest dose activity, negative = inhibition, most hits filed as inhibitors; 390,000 tested, 0.009% active; Pin1 FP peptide displacement, HiFluor488, 10 min; Q13526; active = well fitted inhibition curve with a large enough effect in the polarisation, with a control signal flat, not every such curve was filed as active; inconclusive = small, poorly fitted or top-dose-only effect, or effect the other way, or a change in a side signal; inactive = no such curve, though single readings can be large or run the other way; the % refers to the polarisation; note: % is set by controls: 0 for no effect and ±100 for the full control effect
Target sequence (Q13526 whole entry, looked up): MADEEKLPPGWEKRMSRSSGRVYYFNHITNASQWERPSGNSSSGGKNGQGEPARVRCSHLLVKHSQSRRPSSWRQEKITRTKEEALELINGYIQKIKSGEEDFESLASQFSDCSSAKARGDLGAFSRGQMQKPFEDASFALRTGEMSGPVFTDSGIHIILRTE
GLS inh = blocks human kidney-isoform glutaminase activity; 410,000 tested, 0.21% active; O94925; GLS enzymatic activity, qHTS titration; AID 624170; Potency, µM (highest dose often 45.5 µM), without a hit: top-dose activity change, negative = inhibition, most hits filed as inhibitors; note: % is set by controls: 0 for no effect and ±100 for the full control effect
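Read-out is an Amplex red fluorescence increase coupled through glutamate oxidase and HRP, measured before and after 30 min room-temperature incubation. hKGA is in 45 mM KH2PO4 (pH 8.2) with 0.02% Tween-20; glutamine added as 1mM solution.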
ALOX12 inh = ALOX12 (human) lipoxygenase inhibition; purified 12hLO, xylenol orange hydroperoxide absorbance; Potency, µM (highest dose often 108 µM), without a hit: at the top dose activity change, negative = inhibition, most hits filed as inhibitors; 580,000 tested, 1.1% active; AID 1671190; note: % is set by controls: 0 for no effect and ±100 for the full control effect
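Purified human 12hLO (150 nM final) in 25 mM Hepes, 0.01% Triton X-100, pH 7.0 was preincubated 15 min at room temperature with compound. Then 40 uM arachidonic acid was added, 30 min. Hydroperoxide was read by Fe-XO absorbance ratio 573/405 nm.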
ERG-DNA inh = ERG Ets/DNA interaction inhibition | P11308 | fluorescence polarization, His-ERG Ets domain / labelled DNA | Potency, µM (top dose mostly 76.9 µM), for the others: at the highest dose FP activity, negative = inhibition, most hits filed as inhibitors | 370,000 tested, 0.028% active; active = well fitted inhibition curve with a large enough effect in the polarisation, with a control signal flat; inconclusive = small, poorly fitted or top-dose-only effect, or effect the other way, or a change in a side signal; inactive = no such curve, though single readings can be large or run the other way; the % refers to the polarisation;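 note: polarization taken with two DNA probes labelled with fluorescein and Texas red; % of control where 0% means no effect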
Target sequence (P11308 whole entry, looked up, the tested form may be a part): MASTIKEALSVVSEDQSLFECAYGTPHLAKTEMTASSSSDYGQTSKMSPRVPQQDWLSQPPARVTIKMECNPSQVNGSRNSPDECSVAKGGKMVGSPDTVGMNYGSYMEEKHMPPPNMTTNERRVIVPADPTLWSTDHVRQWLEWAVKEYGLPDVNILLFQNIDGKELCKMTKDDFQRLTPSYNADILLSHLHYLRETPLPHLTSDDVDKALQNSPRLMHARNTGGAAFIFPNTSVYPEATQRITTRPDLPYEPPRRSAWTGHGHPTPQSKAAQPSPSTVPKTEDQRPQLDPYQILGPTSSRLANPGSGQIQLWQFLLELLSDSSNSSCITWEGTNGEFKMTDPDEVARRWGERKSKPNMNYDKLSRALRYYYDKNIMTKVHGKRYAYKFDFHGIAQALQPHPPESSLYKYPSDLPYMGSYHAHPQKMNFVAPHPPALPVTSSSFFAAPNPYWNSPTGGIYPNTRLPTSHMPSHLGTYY
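His-tagged ERG Ets domain (1 uM in the protein solution; 300mM KCl, 50mM Tris-HCl, 1mM EDTA, 1mM DTT, pH 7.5) received compound, then a probe mix of 5 nM fluorescein-DNA and 100nM Texas-615-DNA. Fluorescence polarization was read for both dyes.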
RGS4 inhibitor = human RGS4 inhibition | AID 504845 | Transcreener GDP fluorescence polarization, RGS4-accelerated GTP hydrolysis | P49798 | 390,000 tested, 0.039% active | Potency, µM (highest dose often 114 µM), inactives show top-dose activity change, negative = inhibition, usual class: inhibitors; note: % is set by controls: 0 for no effect and ±100 for the full control effect; nearly all actives have a fitted effect of over 75% in size; some results filed as inactive show a strong effect at the top dose
Target sequence (P49798 whole entry, looked up): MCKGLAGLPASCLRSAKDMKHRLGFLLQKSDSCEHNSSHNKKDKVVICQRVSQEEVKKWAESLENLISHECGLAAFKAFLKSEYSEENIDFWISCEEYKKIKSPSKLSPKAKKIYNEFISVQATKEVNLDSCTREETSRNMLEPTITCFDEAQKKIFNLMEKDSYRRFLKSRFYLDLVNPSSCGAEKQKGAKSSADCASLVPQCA
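MLSMR compounds (23 nl, pin-transferred) preincubated 10 min at room temperature with a 500nM (2x) first reagent, then RGS4 at 900nM (2x) plus Transcreener GDP mix added; fluorescence polarization (620/688 nm) read before and after 90 min at 30 °C.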
Tb PGK inh = inhibitors of T. brucei phosphoglycerate kinase. P07378. Potency, µM (titrated, usually from 57.5 µM), for the others: at the highest dose activity change, negative = inhibition, most hits filed as inhibitors. 380,000 tested, 0.043% active. AID 602233. PGK/GAPDH coupled, Kinase-Glo luminescence, 60 min; note: % is set by controls: 0 for no effect and ±100 for the full control effect; nearly all actives have a fitted effect of over 60% in size
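Luminescent ATP detection (Kinase-Glo Plus) follows a 60-minute room-temperature incubation, with wells lacking PGK as controls. Buffer: 100 mM TEA (pH 7.6), 5 mM MgCl2, 0.01% Tween-20. Coupling enzyme GAPDH (100 nM final) supplies unstable 1,3-BPG in-well.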
HP1b binding inh = inhibitors of HP1-beta chromodomain binding to methylated histone tails. AlphaScreen HP1-beta / biotin-H3K9me3 peptide binding. Potency, µM (series often up to 114 µM), for inactives: at the highest dose activity change, negative = inhibition, most hits filed as inhibitors. 390,000 tested, 0.56% active. AID 540317; note: nearly all actives have a fitted effect of over 70% in size; inactives centre near 23
Target sequence (P83916 whole entry, looked up): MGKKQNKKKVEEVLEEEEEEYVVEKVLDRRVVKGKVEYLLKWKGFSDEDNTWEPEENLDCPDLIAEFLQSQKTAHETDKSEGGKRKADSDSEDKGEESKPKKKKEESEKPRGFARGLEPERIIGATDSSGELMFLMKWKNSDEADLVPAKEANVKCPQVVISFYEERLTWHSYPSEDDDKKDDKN
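AlphaScreen: HP1-beta (50 nM) preformed 30 min with biotin-H3(1-18)K9me3 peptide (50 nM) in PBS pH 7.4, 0.01% Tween-20. Compound added for 30 min at RT, then streptavidin donor/nickel chelate acceptor beads (10 ug/mL) for 30 min.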
TrxR1 inh = rat TrxR1 inhibition. O89049. recombinant rTrxR1, NADPH fluorescence consumption, selenite substrate. 390,000 tested, 1% active. Potency, µM (titrated, usually from 114 µM), without a hit: at the highest dose activity change, negative = inhibition, most hits filed as inhibitors; note: % is set by controls: 0 for no effect and ±100 for the full control effect; nearly all actives have a fitted effect of over 65% in size
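Rat TrxR1 (90 nM in the dispensed reagent) was pre-reduced with 400 uM NADPH for 5 min at room temperature, then incubated with compound for 15 min. After 400 uM selenite was added, NADPH fluorescence (Ex 340/Em 450 nm) was followed for 8 min.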
An asterisk follows results filed as active; i = inactive; u = inconclusive; x = not tested or not shown; & = joins results of further samples; [ ] = another dose, or the depositor's remark. Unless noted, calls come from the whole dose curve; as a rule, active = well fitted curve in the direction sought with a large enough effect; inconclusive = small, poorly fitted or top-dose-only effect, or another doubt; inactive = no such curve, though single readings can be large; an effect the other way counts as inactive or inconclusive. Potency is the fitted concentration of half-maximal effect.

No.	RGS4 inhibitor	Tb PGK inh	Pin1 inh	GLS inh	ERG-DNA inh	JMJD2A Tudor inh	HP1b binding inh	ALOX12 inh	TrxR1 inh	Structure
1	-1%	2%	-3%	u	3%	-5%	25%	-11%	13%	O=C(O)C(c1ccccc1)C(O)c1ccc2c(c1)OCO2 (stereo unspecified)
2	14%	4%	6%	-6%	0%	-5%	19%	-23%	-1%	CC1=C(C(=O)OCc2ccc(C)cc2)C(c2ccccc2C(F)(F)F)CC(=O)N1 (stereo unspecified)
3	-18%	-2%	u	2%	26%	-12%	29%	-11%	-9%[57.1 µM]	COc1ccccc1C(=O)c1cc2ccc(O)cc2oc1=O
4	13%	-2%	0%	0%	15%	-6%	29%	14%	-12%	O=C(O)c1ccc(NC(=O)c2cccc(C(=O)Nc3ccc(C(=O)O)cc3)c2)cc1
5	39%	-17%	-2%	6%	-18%	-2%	8%	-1%	-13%	COc1ccc(Br)c(C(=O)NCCC(C)C)c1
6	-18%	x	4%	-1%	x	13%	33%	1%	15%	Cn1c(C(=O)NCc2ccccn2)cc2c(=O)n3ccccc3nc21
7	-13%	0%	1%	-3%	-1%	-12%	21%	-2%	16%	COc1ccccc1CNC(=O)C1CCC(CNS(=O)(=O)c2cccc3cccnc23)CC1 (stereo unspecified)
8	24%	i	-12%	5%	-4%	27%	43%[activator]	-79%	20%	CCCCCCCCNS(=O)(=O)CCNCCc1ccccc1
9	-29%	i	3%	-1%	-3%	1%	55%[activator]	0%	12%[2.29 µM]	CC1CN(CCn2cnc3c(N)ncnc32)CC(C)O1 (stereo unspecified)
10	7%	-6%	-8%	-7%	3%	-23%	7%	u	7%	Cc1noc(C)c1COc1ccccc1C(=O)NCc1ccco1
11	0%	0%	1%	3%	8%	-3%	55%[activator]	0%	19%[57.1 µM]	COc1ccc(-n2cnc3c(cnn3CCC#N)c2=N)cc1
12	-21%	i	-10%	1%	12%	-16%	-5%	8.9µM*	36%[57.1 µM]	CCN(CC(=O)Nc1ccc(OC)cc1)C(=O)c1ccc2c(c1)NC(=O)CS2
13	-10%	-2%	0%	31%[activator]	-9%	-25%	20%	-23%	5%	O=C(CN1CCN(c2ccccc2O)CC1)NC(=O)NCc1ccccc1
14	-7%	i	0%	-2%	-7%	-15%	11%	2%	-5%	Cc1ccc(OCC(=O)N2CCN(C(=O)Cc3ccccc3)CC2)cc1
15	-34%	-2%	-2%	-1%	-3%	-16%	38%[activator]	-16%	4%	COc1cc(C(=O)NC(=S)Nc2nc(-c3ccc(F)cc3)cs2)cc(OC)c1OC
16	-47%	-2%	-4%	2%	-1%	u	11%	-23%	22%	COC(=O)Nc1ccc(SCC(=O)c2cccc([N+](=O)[O-])c2)cc1
17	-17%	0%	-8%	7%	11%	3%	49%[activator]	-7%	13%[57.1 µM]	CCC1CCCCN1CCCn1c(=S)[nH]c2ccccc2c1=O (stereo unspecified)
18	17%	-7%	0%	13%	-7%	2%	7%	-3%	19%[57.1 µM]	Cc1cc(C)c(C)c(OCC(=O)NCCN(C)C)c1
19	-5%&18%	3%&-3%	-1%&11%	8%&0%	-8%&2%	6%&-11%	24%&27%	11%&-7%	23%[57.1 µM]	Cc1ccc(-c2cn(-c3ccccc3)c3[n+]2CCCS3)cc1
20	29%	-5%	5%	1%	7%	-6%	9%	27%	-2%	CCCN(C(=O)c1cccc(S(=O)(=O)N2CCN(C)CC2)c1)c1c(N)n(Cc2ccccc2)c(=O)[nH]c1=O
21	27%	3%	-13%	3%	u	-4%	18%	-1%	-3%	COc1cc(C(CC(=O)NCc2ccc(F)cc2)N2Cc3ccccc3C2=O)cc(OC)c1OC (stereo unspecified)
22	-11%	-1%	-1%	0%	-8%	-6%	30%	26%	-2%	Cc1cccc(C(=O)N[C@H](C(=O)Nc2nccs2)C(C)C)c1
23	3%	3%	3%	9%	-1%	8%	26%	0%	10%[57.1 µM]	Cc1ccc(-c2nc(N)n(C(=O)Cc3ccccc3)n2)cc1
24	-52%	-1%	0%	11%	-1%	-22%	6%	8%	18%	Oc1ccc2ccccc2c1Br
25	12%&-22%	-9%&-4%	-1%&5%	-15%&5%	3%&4%	-17%&-27%	19%&6%	9%&-29%	4%&5%	CCN1C(=O)c2ccccc2S(=O)c2ccc(C(=O)NCc3ccc(OC)cc3)cc21 (stereo unspecified)
26	22%	3%	1%	0%	-3%	0%	28%	-10%	10%	CC(OC(=O)CSc1ccccc1)C(=O)NC1CCCCC1C (stereo unspecified)
27	10%	-5%	0%	-2%	-2%	12%	45%[activator]	-8%	-12%	CCOC(=O)Cc1csc(SCC(=O)Nc2ccc(C)cc2F)n1
28	12%	-3%	101%[activator]	-19%	9%	u	8%	-26%	6%	Cc1ccc(OCC(=O)Nc2nnc(SCc3cc(=O)n4cccc(C)c4n3)s2)cc1
29	26%	8%	-1%	9%	3%	-10%	26%	0%	-8%	CCc1ccc(C(=O)c2cn(CC(=O)Nc3cc(OC)cc(OC)c3)c3ccc(CC)cc3c2=O)cc1
30	12%	-8%	7%	27%	-5%	-14%	24%	0%	-12%	CC1(C)Cc2c(c(-c3ccco3)nc3n[nH]c(N)c23)CO1
31	-12%	i	3%	0%	9%	-11%	33%	-27%	14%	CC(C)c1ccc(NC(=S)Nc2ccc(OC(F)(F)F)cc2)cc1
32	-25%	-10%	1%	-1%	-7%	-7%	-1%	26%	13%[57.1 µM]	COc1cccc(OC)c1NC(=O)NC(=O)c1c(OC)c(Br)cc([N+](=O)[O-])c1OC
33	-3%	-6%	-7%	3%	6%	-7%	29%	0%	1%	COC(=O)CN(C#N)c1nc(NCc2ccccc2)nc(OC)n1
34	25%	5%	-4%	1%	-9%	-17%	9%	11%	-4%	Cc1nc2ccccc2n1CC(O)COc1ccccc1Cl (stereo unspecified)
35	21%	-9%	0%	-13%	4%	-1%	41%[activator]	66%[activator]	12%	O=C(c1ccccc1)N1CCCN(c2nccc(C(F)(F)F)n2)CC1
36	8%	-5%	-6%	0%	2%	-16%	24%	-1%	22%	Cc1cccc(NC(=O)C[n+]2cccc(C)c2)c1
37	4%	i	-4%	-1%	9%	-23%	34%	0%	14%	COc1cc(S(=O)(=O)Nc2ccccc2N2CCCCC2)ccc1NC(C)=O
38	u	-10%	-8%	10%	1%	-28%	-11%	-5%	12%	CC1(C)SCC(C(=O)O)NC1=O (stereo unspecified)
39	-15%	i	12%	2%	1%	-9%	46%[activator]	168%[activator]	43%[activator]	COc1ccc(Cl)cc1NC(=O)CN(C)C(=O)c1sccc1-c1ccccc1
40	-28%	i	-10%	-5%	-5%	-9%	44%	2%	0%[57.1 µM]	COc1cccc(N2CC(NC(=O)C3CCCCC3)CC2=O)c1 (stereo unspecified)
41	12%	i	6%	-7%	12%	-11%	21%	163%[activator]	18%	O=C(Nc1cc(S(=O)(=O)N2CCCCC2)ccc1Cl)c1ccncc1
42	22%	-7%	3%	1%	-2%	-33%	15%	u	14%	CCN(C[C@H]1N[C@@](CC)(C(=O)OC)[C@H]2C(=O)N(C)C(=O)[C@@H]12)C(=O)C1CCCCC1
43	1%	0%[11.5 µM]	-4%	1%	x	-4%	21%	-8%	9%	COC(=O)C(CC(C)C)NC(=O)c1ccc(F)cc1 (stereo unspecified)
44	-4%	-3%	5%	1%	-2%	-15%	26%	-2%	-19%	CCC1CCc2c(sc(NC(=O)c3cccnc3)c2C(N)=O)C1 (stereo unspecified)
45	0%	-11%	4%	-4%	x	5%	31%	-6%	-1%	COc1ccc(OCc2nc3c4c(ncn3n2)-c2ccccc2CC42CCCC2)cc1
46	-11%	-1%	-6%	9%	-15%	-12%	21%	1%	5%	O=C(COc1ccc(Br)cc1)N(Cc1ccco1)C1CCS(=O)(=O)C1 (stereo unspecified)
47	-4%	-8%	-8%	9%	5%	-10%	18%	0%	2%	CN1C(=O)OC2(C)CCc3ccccc3C12C (stereo unspecified)
48	-40%	-2%	11%	-1%	-6%	-11%	25%	-21%	11%	CC(C)C(NC(=O)CSCc1ccc([N+](=O)[O-])cc1)C(C)C

Reprinted, nos. 40–43
No.	RGS4 inhibitor	Tb PGK inh	Pin1 inh	GLS inh	ERG-DNA inh	JMJD2A Tudor inh	HP1b binding inh	ALOX12 inh	TrxR1 inh	Structure
40	-28%	i	-10%	-5%	-5%	-9%	44%	2%	0%[57.1 µM]	COc1cccc(N2CC(NC(=O)C3CCCCC3)CC2=O)c1 (stereo unspecified)
41	12%	i	6%	-7%	12%	-11%	21%	163%[activator]	18%	O=C(Nc1cc(S(=O)(=O)N2CCCCC2)ccc1Cl)c1ccncc1
42	22%	-7%	3%	1%	-2%	-33%	15%	u	14%	CCN(C[C@H]1N[C@@](CC)(C(=O)OC)[C@H]2C(=O)N(C)C(=O)[C@@H]12)C(=O)C1CCCCC1
43	1%	0%[11.5 µM]	-4%	1%	x	-4%	21%	-8%	9%	COC(=O)C(CC(C)C)NC(=O)c1ccc(F)cc1 (stereo unspecified)

Screening results from PubChem.

An excerpt; count on the stated rates, not on these rows.
